Source: PubChem
TrxR1 substrate – qHTS Assay for Substrates of Mammalian Selenoprotein Thioredoxin Reductase 1 (TrxR1): qHTS; hit rate 0.01% among 390,000; purified TrxR1 substrate turnover, NADPH consumption readout; Potency, µM (titrated, usually from 114 µM), inactives show at the highest dose activity change, negative = substrate turnover; further: potency means the concentration at half of the fitted maximal effect; on the % scale 0 is the no-effect control and ±100 the full control effect; nearly all actives have a fitted effect of over 50% in size
Target sequence (O89049 whole entry, looked up): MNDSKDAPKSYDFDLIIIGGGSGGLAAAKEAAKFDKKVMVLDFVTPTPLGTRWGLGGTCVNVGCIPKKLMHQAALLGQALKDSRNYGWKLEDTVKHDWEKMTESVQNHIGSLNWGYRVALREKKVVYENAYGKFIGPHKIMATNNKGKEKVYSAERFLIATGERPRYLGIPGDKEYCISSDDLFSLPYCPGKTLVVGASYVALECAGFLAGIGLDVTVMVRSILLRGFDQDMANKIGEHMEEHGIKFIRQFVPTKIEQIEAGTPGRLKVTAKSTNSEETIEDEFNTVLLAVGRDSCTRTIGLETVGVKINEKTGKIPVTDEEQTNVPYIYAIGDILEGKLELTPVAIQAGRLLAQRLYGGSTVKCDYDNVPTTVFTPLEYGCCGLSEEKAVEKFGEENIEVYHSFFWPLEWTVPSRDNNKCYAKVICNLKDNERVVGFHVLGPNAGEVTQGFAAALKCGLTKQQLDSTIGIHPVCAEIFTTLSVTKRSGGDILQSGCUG
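Rat TrxR1, dispensed at 90 nM, was prereduced with 400 uM NADPH (final) for 5 min at ~22 deg C, then incubated with compound 15 min before 400 uM selenite. A first-read NADPH fluorescence drop versus no-compound background flagged substrates.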
RGS4 inh – Inhibitors of Regulator of G Protein Signaling (RGS) 4: qHTS. Potency, µM (doses to about 114 µM), for the others: top-dose activity change, negative = inhibition, hits mostly inhibitors. Regulator of G-protein signaling 4 (Homo sapiens), P49798. Transcreener GDP fluorescence polarization, RGS4-accelerated GTP hydrolysis. hit rate 0.039% among 390,000; further: potency means the concentration at half of the fitted maximal effect; on the % scale 0 is the no-effect control and ±100 the full control effect; nearly all actives have a fitted effect of over 75% in size; some results filed as inactive show a strong effect at the top dose
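MLSMR compounds (23 nl, pin-transferred) preincubated 10 min at room temperature with a 500nM (2x) first reagent, then RGS4 at 900nM (2x) plus Transcreener GDP mix added; fluorescence polarization (620/688 nm) read before and after 90 min at 30 °C.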
mIDH1 inhibitor – qHTS for Inhibitors of mutant isocitrate dehydrogenase 1 (IDH1): qHTS; IDH1-R132H enzyme, NADPH consumption, diaphorase/resazurin fluorescence; hit rate 0.093% among 390,000; AID 602179, 2012; Isocitrate dehydrogenase [NADP] cytoplasmic (Homo sapiens), O75874; Potency, µM (highest dose often 76.6 µM), for inactives: at the highest dose activity change, negative = inhibition, most hits filed as inhibitors; further: potency means the concentration at half of the fitted maximal effect; on the % scale 0 is the no-effect control and ±100 the full control effect; nearly all actives have a fitted effect of over 65% in size
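IDH1-R132H (0.5 ug/mL) preincubated 30 min with compound, then NADPH (0.016 mM) and alpha-KG (2 mM) added; 80 min at RT, pH 7.5. Remaining NADPH coupled via diaphorase/resazurin to fluorescence (540/590 nm); concentration-response curves normalized to no-enzyme control.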
Vif-APOBEC3F blk – qHTS for Inhibitors of Vif-A3F Interactions: qHTS; HeLa A3F-eYFP + Vif (tagged APOBEC3F with the HIV-1 protein that degrades it), YFP fluorescence increase; Potency, µM (doses to about 46.1 µM), inactives show top-dose activity, negative = active; hit rate 0.2% among 390,000; AID 602313, 2012; further: potency means the concentration at half of the fitted maximal effect; % of control where 0% means no effect; nearly all actives have a fitted effect of over 65% in size
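Fluorescence increase (Ex 488/Em 500-530) after overnight compound treatment at 37 deg C flags inhibition of Vif-driven A3F-eYFP loss in stable HeLa A3F-eYFP/Vif cells seeded overnight beforehand.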
LDHA block – qHTS assay for inhibitors of human lactate dehydrogenase; L-lactate dehydrogenase A chain (Homo sapiens), P00338; purified LDHA, NADH/diaphorase-resazurin fluorescence; stronger effect = lower value; activity change, % (values are at about 110 or 230 µM); AID 1347041, 2019; hit rate 0.15% among 480,000; in the data active means activity change below about -30%; inconclusive means mostly about -25% to -30%;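 further: plate controls were DMSO wells for no effect and wells without enzyme for full effect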
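Remaining NADH was detected by diaphorase (0.133 mg/mL) converting 37 µM resazurin to fluorescent resorufin, read at 0 and 20 minutes. The preceding 5-minute room-temperature reaction used 2 nM LDHA, 0.2 mM sodium pyruvate and 0.06 mM NADH at pH 7.4.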
USP1-UAF1 inh – Inhibitors of USP1/UAF1: Primary Screen; Ubiquitin carboxyl-terminal hydrolase 1 (Homo sapiens), O94782; recombinant USP1/UAF1, Ub-Rhodamine cleavage fluorescence; Potency, µM (doses to about 57.1 µM), without a hit: at the highest dose activity change, negative = inhibition, hits mostly inhibitors; hit rate 0.23% among 390,000; AID 743255, 2014; further: potency means the concentration at half of the fitted maximal effect; on the % scale 0 is the no-effect control and ±100 the full control effect; nearly all actives have a fitted effect of over 60% in size; inactives centre near -12
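1 nM enzyme complex + cpd, 15 min RT; start with Ub-Rho 150nM final; kinetic fluorescence ex 480/em 540, 6 reads q60 s. Buffer 50mM HEPES pH 7.8, 0.5mM EDTA, 0.1 mg/ml BSA, 1mM TCEP, 0.01% Tween-20.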
GRP78 ERSR act – qHTS for Inducers of the Endoplasmic Reticulum Stress Response (ERSR) in Human Glioma: qHTS | U87-MG GRP78 promoter luciferase reporter, 16 h | Potency, µM, inactives show at the top dose activation, most hits filed as activators | AID 602332, 2012 | hit rate 0.02% among 420,000; further: potency means the concentration at half of the fitted maximal effect; series mostly up to about 76 µM; % of control where 0% means no effect; nearly all actives have a fitted effect of over 35% in size
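ERSR induction read as luciferase luminescence (Bright-Glo, 10 min at room temperature) in stably transfected human U87-MG glioma cells exposed to compounds for 16 h, using GRP78 as sensor.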
TrxR1 inh – qHTS Assay for Inhibitors of Mammalian Selenoprotein Thioredoxin Reductase 1 (TrxR1): qHTS; Thioredoxin reductase 1, cytoplasmic (Rattus norvegicus), O89049; recombinant rTrxR1, NADPH fluorescence consumption, selenite substrate; Potency, µM (titrated, usually from 114 µM), for inactives: at the highest dose activity change, negative = inhibition, actives largely listed as inhibitors; hit rate 1% among 390,000; AID 588453, 2011; further: potency means the concentration at half of the fitted maximal effect; on the % scale 0 is the no-effect control and ±100 the full control effect; nearly all actives have a fitted effect of over 65% in size
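Rat TrxR1 (90 nM in the dispensed reagent) was pre-reduced with 400 uM NADPH for 5 min at room temperature, then incubated with compound for 15 min. After 400 uM selenite was added, NADPH fluorescence (Ex 340/Em 450 nm) was followed for 8 min.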
Vif-APOBEC3G blk – qHTS for Inhibitors of Vif-A3G Interactions: qHTS; hit rate 0.076% among 410,000; AID 602310, 2012; HeLa A3G-eYFP + Vif (tagged APOBEC3G with the HIV-1 protein that degrades it), YFP fluorescence, overnight; DNA dC->dU-editing enzyme APOBEC-3G (Homo sapiens), Q9HC16; Potency, µM (series often up to 46.1 µM), inactives show at the top dose activity, negative = active, actives largely listed as inhibitors;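 further: potency means the concentration at half of the fitted maximal effect; on the % scale 0 is the no-effect control and ±100 the full control effect; nearly all actives have a fitted effect of over 60% in size; hits raise eYFP signal because A3G escapes Vif-driven loss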
Target sequence (Q9HC16 whole entry, looked up): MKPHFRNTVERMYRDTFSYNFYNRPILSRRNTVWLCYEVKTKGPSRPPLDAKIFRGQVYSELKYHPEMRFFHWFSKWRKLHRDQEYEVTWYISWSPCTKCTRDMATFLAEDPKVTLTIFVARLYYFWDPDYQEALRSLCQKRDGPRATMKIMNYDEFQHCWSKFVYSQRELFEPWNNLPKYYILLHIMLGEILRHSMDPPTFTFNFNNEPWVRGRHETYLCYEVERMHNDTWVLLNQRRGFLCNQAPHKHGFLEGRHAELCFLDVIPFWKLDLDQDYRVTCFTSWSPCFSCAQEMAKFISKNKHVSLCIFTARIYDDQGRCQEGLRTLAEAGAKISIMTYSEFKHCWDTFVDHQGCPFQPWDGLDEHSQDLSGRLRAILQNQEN
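Read-out is eYFP fluorescence (Ex 488/Em 500-530) from Vif-expressing HeLa A3G-eYFP cells; more signal means A3G escaped Vif-mediated degradation. Cells plated overnight, compound pinned in, incubated overnight at 37 deg C.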
The depositor's hits bear a star; ? = inconclusive; / = not tested or not shown; [ ] = another dose, or the depositor's remark. Unless noted, the call rests on the fitted dose curve; in most records, active means well fitted curve in the direction sought with a large enough effect; inconclusive means small, poorly fitted or top-dose-only effect, or another doubt; inactive means no such curve, though single readings can be large; an effect the other way counts as inactive or inconclusive. This is a subset; count on the stated rates, not on these rows.

Fields – TrxR1 substrate	RGS4 inh	mIDH1 inhibitor	Vif-APOBEC3F blk	LDHA block	USP1-UAF1 inh	GRP78 ERSR act	TrxR1 inh	Vif-APOBEC3G blk
Cc1cc(N2CCC(C(=O)N3CCN(c4cccc(C)c4C)CC3)CC2)n2ncnc2n1
    3%	13%	0%	-8%	-3	3%	-4%	-5%	0%
C/C=C/C=N/Nc1nc(-c2ccc([N+](=O)[O-])cc2)cs1
    -8%	-3%	12%	0%	-6	-18%	-3%	-28%	-5%
COc1ccc(-c2nc(CSCC(=O)NCc3ccccc3Cl)c(C)o2)cc1OC
    9%	-1%	0%	-2%	-8	2%	-5%	-9%	2%
CCCCCC(=O)Nc1cc(S(=O)(=O)N2CCOCC2)ccc1Oc1ccc(OCC)cc1
    -14%	15%	-2%	2%	-1	-15%	0%	-1%	1%
CCCOc1ccc(N2C(=O)CC(N(Cc3ccco3)C(=O)CCC(=O)O)C2=O)cc1 (stereo not drawn)
    -1%	6%	-3%	-14%	-8	-12%	2%	5%	1%
S=C(NC1CCCCCC1)NC1CCCC1
    0%[57.1 µM]	-10%	-1%	-13%	-8	-24%	-1%	7%[57.1 µM]	6%
CCOC(=O)c1c(N)n(-c2cccc(OC)c2)c2nc3ccccc3nc12
    49%[activator][57.1 µM]	13%	0%	0%	7	-17%	0%	30%[57.1 µM]	-2%
O=C(CN1C(=O)c2ccccc2S1(=O)=O)c1ccc2c(c1)OCCCO2
    12%[57.1 µM]	-1%	0%	6%	-9	-24%	-17%	23%[57.1 µM]	0%
Cc1ccc2nc(-c3cccnc3)cc(C(=O)N3CCN(c4ccc([N+](=O)[O-])cc4)CC3)c2c1
    -10%	-19%	4%	-7%	1	-19%	-1%	28%[57.1 µM]	0%
CC(C)CN(C(=O)CSc1nn(-c2ccc(Cl)cc2)c(=S)s1)C1CCS(=O)(=O)C1 (stereo not drawn)
    -11%	-30%	6%	2%	-6	-15%	-6%	-3%	0%
CNc1nc(=O)n(C2CCCO2)cc1C (stereo not drawn)
    8%[57.1 µM]	?	2%	12%	-6	-17%	-3%	17%[11.4 µM]	2%
COc1ccc(C2=NN(c3ccccc3)C(c3cn(CCC(=O)O)nc3-c3ccccc3)C2)cc1 (stereo not drawn)
    191%[activator][57.1 µM]	-4%	10%	5%	-4	-13%	6%	7%	-1%
Nc1nc(N)c(Cc2ccc(Cl)cc2Cl)c(N)n1
    0%	4%	0%	9%	-8	-17%	-6%	12%	0%
Cc1nnc(NC(=O)CSc2nnc(-c3ccco3)n2C(C)C)s1
    2%[57.1 µM]	-20%	1%	4%	-5	-10%	-1%	-9%	0%
O=[N+]([O-])c1cc2cccnc2c2ncccc12
    -1%	-5%	5%	?	-12	4%	-5%	15%	-21%

Exported with tabs: entries from further up
molecule	TrxR1 substrate	RGS4 inh	mIDH1 inhibitor	Vif-APOBEC3F blk	LDHA block	USP1-UAF1 inh	GRP78 ERSR act	TrxR1 inh	Vif-APOBEC3G blk
Cc1ccc2nc(-c3cccnc3)cc(C(=O)N3CCN(c4ccc([N+](=O)[O-])cc4)CC3)c2c1	-10%	-19%	4%	-7%	1	-19%	-1%	28%[57.1 µM]	0%
CC(C)CN(C(=O)CSc1nn(-c2ccc(Cl)cc2)c(=S)s1)C1CCS(=O)(=O)C1 (stereo not drawn)	-11%	-30%	6%	2%	-6	-15%	-6%	-3%	0%

(cont.)
Fields – TrxR1 substrate	RGS4 inh	mIDH1 inhibitor	Vif-APOBEC3F blk	LDHA block	USP1-UAF1 inh	GRP78 ERSR act	TrxR1 inh	Vif-APOBEC3G blk
Cc1ccnc(OC(C(=O)O)C(OCc2ccccc2)(c2ccccc2)c2ccc(C(F)(F)F)cc2)n1 (stereo not drawn)
    2%	4%	-7%	?	4	-21%	0%	10%	-18%
COc1ccc(/C=C/C(=O)NCc2cn(C)nc2C)cc1COc1ccc(Br)cc1
    7%	-20%	-2%	1%	0	-15%	-5%	17%	-7%
CCOC(=O)COn1c(=O)c(-c2ccc(F)cc2)[n+]([O-])c2ccccc21
    -6%	10%	6%	5%	-9	-8%	0%	-3%	-3%
COc1cc(-c2ccc3c(=O)c4ccccc4n(C)c3c2)cc(OC)c1OC
    23%[57.1 µM]	-35%	8%	6%	-7	-19%	5%	6%[57.1 µM]	?
O=C(O)C(Oc1ccc2cc(-c3ccc(Cl)cc3)c(=O)oc2c1)c1ccccc1 (stereo not drawn)
    /	32%	4%	0%	-5	-9%	-3%	45µM*	-1%
CC(C)Sc1nc2c(cnn2-c2ccccc2)c(=O)[nH]1
    0%	14%	-1%	-6%	0	2%	-2%	15%	2%
CCN(CC)CCn1c(NCc2ccco2)nc2ccccc21
    5%	6%	5%	-2%	-2	-17%	-3%	6%	2%
CCC(C)N(C(=O)COc1ccc(Cl)c2cccnc12)C1CCS(=O)(=O)C1 (stereo not drawn)
    19%	-8%	16%	2%	-7	-5%	0%	17%	-1%
O=C(CSc1nnc(-c2ccco2)n1Cc1ccco1)N1CCOCC1
    0%	-20%	10%	2%	1	-8%	3%	?	1%
CC(C)NC(=O)N(C)C[C@H]1Oc2ccc(NS(=O)(=O)c3cn(C)cn3)cc2C(=O)N([C@H](C)CO)C[C@@H]1C
    -4%	-3%	-2%	1%	-1	-15%	-4%	?	3%
COc1cc(C(=O)N2CCN(S(=O)(=O)c3ccc(C(C)C)cc3)CC2)ccc1OCC(=O)N1CCOCC1
    8%	-1%	7%	-1%	-1	-6%	-3%	17%	-7%
NC(=O)C1CCN(C(=O)COc2ccc3c4c(c(=O)oc3c2)CCC4)CC1
    51%[activator]	5%	-10%	-2%	3	4%	0%	-10%	0%
O=C(c1ccco1)N1CCN(c2nc(C3CC3)nc3sc4c(c23)CCCC4)CC1
    9%	-30%	-8%	-6%	3	-18%	3%	?	2%
CN(C(=O)c1cc2c(s1)-c1ccccc1S(=O)(=O)C2)c1ccccc1
    3%	-16%	0%	5%	4	-11%	7%	4%	-5%
Cc1cc(C)c(/C=C/c2onc(C)c2S(=O)(=O)N2CCC(C(=O)Nc3ccc(Cl)cc3C)CC2)c(C)c1
    2%[57.1 µM]	-9%	-2%	-29%	-4	2%	0%	20%[57.1 µM]	4%

Limited to LDHA block and RGS4 inh, for some of the entries so far:
Structure,LDHA block,RGS4 inh
CN(C(=O)c1cc2c(s1)-c1ccccc1S(=O)(=O)C2)c1ccccc1,4,-16%
O=C(CSc1nnc(-c2ccco2)n1Cc1ccco1)N1CCOCC1,1,-20%
O=C(O)C(Oc1ccc2cc(-c3ccc(Cl)cc3)c(=O)oc2c1)c1ccccc1 (stereo not drawn),-5,32%
NC(=O)C1CCN(C(=O)COc2ccc3c4c(c(=O)oc3c2)CCC4)CC1,3,5%

Next section:
Fields – TrxR1 substrate	RGS4 inh	mIDH1 inhibitor	Vif-APOBEC3F blk	LDHA block	USP1-UAF1 inh	GRP78 ERSR act	TrxR1 inh	Vif-APOBEC3G blk
COc1ccc(C(C(=O)NC(C)(C)C)N(CCO)C(=O)CCC(=O)Nc2cc(C)on2)cc1 (stereo not drawn)
    9%[57.1 µM]	0%	4%	-6%	0	-3%	-4%	3%[57.1 µM]	1%
O=C(COC(=O)c1cnccn1)c1ccc(Br)cc1
    -6%	3%	4%	/	-4	-11%	-2%	-17%	-1%
CCOc1ccc(C(=O)NCc2ccc3c(c2)CCN3C(=O)c2ccccc2)cc1
    0%[57.1 µM]	-21%	-7%	9%	-7	-10%	-3%	6%[57.1 µM]	-9%
CN(CCc1ccccn1)C(=S)Nc1cccc(S(=O)(=O)N(C)C)c1
    6%[0.457 µM]	2%	-2%	-1%	-9	-8%	-3%	-4%	0%
CCOc1ccc(/C=N/Nc2nc(N3CCCC3)nc(N3CCCC3)n2)cc1OC
    -1%	7%	-1%	3%	-8	-12%	0%	3%	0%
NC(=O)c1c(NC(=O)C2CCCO2)sc2c1CCCCC2 (stereo not drawn)
    -1%	?	2%	0%	2	-24%	-1%	-13%	1%
